# WT yeast gro inh – growth inhibition of WT yeast, mitochondrial fusion screen. mitochondrial fusion phenotypic screen, WT strain. inhibition, % at 10 µM. hit rate 2.1% among 190,000; in the data active = inhibition above about 58%; tested in S. cerevisiae
# Dynein transport – dynein cargo transport inhibition; z-score, hits read low; 3617.4 mouse cells, GR-EGFP nuclear translocation imaging; test concentration mostly 20 µM; stimulated with dexamethasone, 1 µM; active compounds read low; hit rate 0.47% among 220,000;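 active = plate z-score of nuclear minus cytoplasmic receptor signal below a set negative limit, without overly bright fluorescence or cell loss, cut at about -3.5 in these data, passing the limit was not always enough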;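 also: z-score of nuclear minus cytoplasmic ring GR-EGFP intensity difference per well; some compounds called inactive have numbers as strong as hits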
#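 medium = tetracycline-free induction medium containing charcoal-stripped FBS | also added = 1.0 µM final dexamethasone stimulus | schedule = 48 h induction, 1 h compound, 30 min dex at 37 °C | technique = fixed, Hoechst-stained cells imaged at 10x for EGFP | measure = GR-EGFP nuclear translocation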
# Autophagy HCS – modulators of autophagy. calls only at 10 µM (by protocol). AID 463193. MEF GFP-LC3 puncta imaging; test concentration mostly 10 µM. hit rate 0.98% among 190,000;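 active = percentage of spot-positive cells more than 3 SD above its plate mean, without a fluorescence outlier flag or 80% toxicity; inconclusive = no clear call, values can overlap the other calls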;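 also: spot-positive cell cutoff set from DMSO-treated cells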
# Ins promoter up – MIN6 insulin promoter up-regulation. MIN6 insulin promoter-GFP reporter, high-content imaging; active compounds read high. z-score at 5 µM. hit rate 0.3% among 190,000. AID 1625;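 active = z-score above 3 at 5 µM with at least 500 cells counted in the well; inconclusive = wells under 500 cells, flagged as cytotoxic or low count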
# MT stabilizer – microtubule stabilization, imaging screen | HeLa tubulin immunostaining HCS, 24 h; share of cells brighter than vehicle mean+2SD | hit rate 0.83% among 200,000 | % tubulin-high responders, % at 10 µM;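 active = plate Z-score above 3 for both tubulin-high and condensed-nucleus cell shares, with cell loss under 80%, at 10 µM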;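 also: anti alpha tubulin signal scored within the nucleus-defined area of each cell; some results filed as inactive read as strong as hits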
# Yfh1-depleted yeast – enhancers of respiration in Yfh1-depleted yeast, dose response, Friedreich's ataxia, plus single-dose screen (AID 1465); S. cerevisiae Yfh1-off respiration, WST-1 reduction, 72 h; higher fold induction means a stronger effect; hit rate 0.074% among 220,000; one-dose fold induction at 50 µM; EC50 in µM for titrated hits;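 active = fold induction of absorbance versus untreated yeast above a set limit, then at least 30% activation at any dose in follow-up; inconclusive = repeats straddling the limit, or above it without dose testing; inactive = fold induction below the set limit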;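 also: activators that raise dye reduction in frataxin-depleted yeast; strong numbers were not always called active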
# AID2073 – inhibitors of Mint1-CaV2.2 protein interaction, biochemical, HTRF (AID 2073); HTRF protein-protein interaction, Mint1-CaV2.2; higher % means a stronger effect; one-dose inhibition, % at 20 µM; IC50 in µM for titrated hits; hit rate 0.19% among 290,000; in the data active = inhibition mostly above about 51%, no sharp cut-off; inconclusive = no clear call, values can overlap the other calls; inactive = mostly below about 53%; also: some results filed as inactive read as strong as hits
# bCat nuc transl – alters nuclear translocation of beta-catenin in HeLa cells | AID 1665 | hit rate 0.3% among 190,000 | immunofluorescence imaging | nuclear translocation activity, % at 5 µM;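 active = nuclear translocation activity above 50% at 5 µM, with a well cell count of 50 or more; inconclusive = wells under 50 cells across six images, flagged as toxic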;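 also: per-cell ratio of nuclear to cytoplasmic median beta-catenin stain intensity; plate controls were DMSO negative control for no effect and GSK-3 inhibitor IX positive control for full effect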
#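 test system = HeLa cells, endogenous beta-catenin | dosing = single 5 µM dose plus 0.02–20 µM confirmation series | times = compound treatment 24 h, 37°C, 5% CO2 | technique = beta-catenin immunofluorescence imaging with DAPI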
# HIV peptide binding – inhibitors of HIV fusion peptide binding, primary screen, biochemical, uHTS, fluorescence dequenching (AID 1986) | hit rate 0.3% among 290,000 | one-dose inhibition, % at 20 µM; IC50 in µM for titrated hits | cell-free peptide binding, fluorescence dequenching, 30 min; higher % means a stronger effect; in the data active = inhibition mostly above about 52%, no sharp cut-off; inactive = mostly below about 76%; also: some results filed as inactive read as strong as hits
# WT yeast gro inh mutant strain – recorded beside WT yeast gro inh, whose call it bears; inhibition, %; mitochondrial fusion phenotypic screen, mutant strain inhibition
# Dynein transport cytoplasmic EGFP – further read-out of Dynein transport, marked with its call; z-score; measured here: cytoplasmic GR-EGFP intensity; active compounds read high
# Dynein transport nuclear GR-EGFP – further read-out of Dynein transport, marked with its call; z-score; measured here: nuclear GR-EGFP intensity;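 lower value marks the stronger effect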
# Dynein transport cell count – second read-out of Dynein transport, no call of its own (marks repeat the call); z-score; measured here: cell count per field
# Ins promoter up cell count – further read-out of Ins promoter up, marked with its call; cell count; measured here: cytotoxicity, nuclei count;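 total cells summed across four imaged fields per well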
# bCat nuc transl cell count 5 µM – recorded beside bCat nuc transl, whose call it bears; cell count; measured here: cell count, cytotoxicity flag
# MT stabilizer Hoechst-high % – further read-out of MT stabilizer, marked with its call; % Hoechst-high responders; measured here: nuclear condensation Hoechst responders;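 share of cells brighter than vehicle mean plus two SD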
# MT stabilizer cytotoxicity % – also measured in MT stabilizer; calls as there; toxicity, %; measured here: cytotoxicity by cell density;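 0% = mean cell density of plate MIN control wells and 100% = no cells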
# Autophagy HCS cell loss 18 h – recorded beside Autophagy HCS, whose call it bears; toxicity, %; measured here: cell loss, nuclei count;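 cell loss after 18 h compound exposure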
# Active calls of the source: *; i = inactive; ? = inconclusive; . = no result given. Rows are unselected; overall some 4.2% were active at least once.
mol,WT yeast gro inh,WT yeast gro inh mutant strain,Dynein transport,Dynein transport cytoplasmic EGFP,Dynein transport nuclear GR-EGFP,Dynein transport cell count,Autophagy HCS,Autophagy HCS cell loss 18 h,Ins promoter up,Ins promoter up cell count,MT stabilizer,MT stabilizer Hoechst-high %,MT stabilizer cytotoxicity %,Yfh1-depleted yeast,AID2073,bCat nuc transl,bCat nuc transl cell count 5 µM,HIV peptide binding
CCOc1cc(/C=N/NC(=O)c2cccs2)ccc1OC(=O)N1CCOCC1,-1,10,-0.12,-0.23,0.025,0.49,i,-9,0.39,1179,2.2,2.1,7.6,i,-14%,-3.5,589,2.3%
CCn1c2c(c3cc(OCC(C)C)ccc31)CCCC2=O,33,14,-3.1,0.058,-1.5,-0.28,i,-13,.,.,2.2,2.3,1.3,i,3%,1.1,418,6.6%
Cn1c(=O)oc2cc(S(=O)(=O)NCCC(=O)N3CCc4ccccc43)ccc21,27,25,-0.38,-0.21,-0.25,-0.092,i,15,-0.24,1490,2.1,1.5,10,.,5%,-3.2,993,0.3%
O=C1CC(Cc2ccccc2)C(=O)N1CCc1ccc2c(c1)OCO2 (stereo not drawn),-1,-1,-0.42,-0.25,0.025,-0.054,i,-4,0.55,1261,1.6,1.9,8.8,i,-2%,.,.,-1.5%
COc1ccc(NC(=O)c2ccccc2SC)cc1OC,1,-8,-0.46,-0.085,-0.13,0.94,i,-3,.,.,0.8,1.1,5.7,i,1%,-1.9,1183,2.2%
Cc1ccc(N=Cc2nc(-c3ccc(C)cc3)oc2O)cc1,12,24,2,-0.22,1.1,-0.8,i,25,0.57,1342,1.6,1.5,4.7,i,18%,-0.4,1097,-2.5%
CCn1c(NCCCO)nc2c(c1=O)C(C)(CC)Cc1ccccc1-2 (stereo not drawn),.,.,-0.46,-0.25,-0.32,0.9,.,.,-1.1,1541,.,.,.,i,12%,-1.7,1097,-0.2%
CC1CN(C2CCCCC2)c2nc3c(c(=O)n(C)c(=O)n3C)n2C1 (stereo not drawn),-1,14,-0.51,-0.15,-0.24,0.55,i,8,-1.2,1065,3.2,1.1,4.9,i,-3%,-2.9,1173,0.6%
O=C(NNC(=O)c1ccc2ncccc2c1)c1ccc(Cl)cc1,7,-1,2,-0.22,2,-2.5,i,21,0.73,1701,4.6,2.9,2.1,i,8%,-6.3,1095,0.3%
O=S(=O)(NCc1ccco1)c1cccc(S(=O)(=O)N2CCOCC2)c1,0,4,-0.24,-0.43,-0.23,0.45,i,17,0.71,1362,2.9,1.9,2.9,i,12%,-3.0,984,1.7%
CC(C)NC(=O)NC(=O)COc1cccc2c1OC(C)(C)C2,9,4,0.037,0.14,0.5,0.44,i,-4,0.11,1226,2.9,1.6,5.5,i,-2%,-6.5,958,-2.6%
Cn1c(=O)c2c(n3cnnc13)-c1ccccc1CC21CCCC1,19,14,-0.33,-0.28,-0.18,0.58,i,33,.,.,4.5,1.8,5.2,i,4%,1.1,1085,-0.3%
CC(=O)Nc1ccc2c(c1)ncn2C,-14,1,3.4,-0.22,1.5,-0.4,i,5,.,.,4.4,2.6,2.2,i,13%,-2.9,540,1.9%
O=C(C/C=N/OCc1ccc(Cl)cc1Cl)c1ccccc1,24,3,0.098,-0.12,-0.16,0.32,i,-3,-0.12,1384,2.1,1.2,2.6,i,0%,1.5,1424,-0.2%
CCOC(=O)C1CCCN(C2CC(=O)N(c3ccccc3)C2=O)C1 (stereo not drawn),4,-11,0.36,-0.18,0.54,-0.12,i,22,-0.06,1690,2.1,0.7,8.1,i,-2%,-2.3,1042,0.9%
COc1ccc(CCN2C(=O)NC(NS(=O)(=O)c3ccc(Cl)cc3)(C(F)(F)F)C2=O)cc1OC (stereo not drawn),-14,6,-0.14,-0.23,-0.14,-0.11,i,15,-0.62,1156,2.4,2.2,7.6,i,-5%,-0.5,1155,1.0%
CN(c1ccccc1)S(=O)(=O)c1ccc(C(=O)OCC(=O)NCc2cccs2)cc1,.,.,-0.86,-0.77,-0.68,0.55,.,.,0.19,1125,.,.,.,i,1%,1.8,1228,-1.6%
Cc1ccccc1-n1c(C)cc(/C=N/NC(=O)c2ccc(CN3CCOCC3)cc2)c1C,-8,1,-1.1,-0.19,-0.75,0.9,i,-14,-0.4,1919,2.4,1.3,5.4,i,3%,0.0,1048,-3.5%
Cc1ccc2nc(N3CCN(S(=O)(=O)c4ccc5c(c4)OCCO5)CC3)c(C#N)cc2c1,2,-6,1.8,-0.17,-0.41,-0.19,i,4,-0.3,1546,2.5,1.5,9.4,i,?,-1.5,1347,3.4%
COc1ccc(C2NC(=O)Cc3cc(OC)c(OC)cc32)cc1OC (stereo not drawn),.,.,0.8,-0.056,1.3,-0.92,.,.,0.89,992,.,.,.,i,20%,-1.2,1282,-0.6%
CCCCNC(=S)N1CCN(C(c2ccccc2)c2ccccc2)CC1,66*,21*,0.2,-0.3,0.26,0.17,i,-1,-0.78,1163,3.0,1.7,8.4,i,-10%,4.1,1025,-0.4%
O=C(Cn1nnc(-c2ccccc2)n1)NCc1cccs1,-3,1,-0.19,-0.18,0.018,0.19,i,14,0.08,1300,2.1,1.1,8.1,i,5%,-3.4,1078,1.5%
Cc1cc(C)cc(N(CC(=O)NC2CC3CCC2C3)S(C)(=O)=O)c1 (stereo not drawn),9,-6,0.67,-0.41,0.14,0.043,i,7,0.77,1771,2.7,1.4,13,i,-5%,-1.0,1014,-0.5%
CCOC(=O)c1[nH]c2ccc(OC)cc2c1NC(=O)CCN1CCN(Cc2ccccc2)CC1,1,2,-0.77,-0.0036,-0.37,0.49,i,-2,-0.3,1214,4.3,3.8,4.1,.,12%,2.3,1341,-2.9%
CCc1ccc2nc(NC(=O)CCCc3cccs3)sc2c1,6,-3,0.51,-0.25,0.93,0.42,i,6,0.52,910,2.0,1.3,4.5,.,-4%,-6.3,1295,0.9%
Cc1ccc(NC(=O)Nc2ccc3c(c2)OCO3)nc1,-3,10,1.1,-0.24,0.98,-0.74,i,5,0.63,1644,4.1,1.4,7.5,i,-8%,-6.4,1191,-1.6%
Cc1ccc(NC(=O)NCCCN2CCOCC2)cc1,-1,9,-0.19,-0.28,-0.22,-0.16,i,-1,.,.,2.1,1.2,2.5,i,-4%,.,.,2.4%
COCC1CCCN(Cc2nc(-c3ccc4c(c3)OCO4)no2)C1 (stereo not drawn),3,6,0.12,-0.27,0.22,0.19,i,17,0.49,1540,1.9,1.8,4.6,i,3%,-1.6,974,0.8%
Cc1cccc(Nc2ncnc3nc[nH]c23)c1,2,3,-0.41,0.084,0.13,-0.51,.,.,0.83,1088,1.5,2.4,8.7,i,10%,-0.4,1046,-2.3%
COc1cccc(/C=N\Nc2nncc(-c3ccccc3)n2)c1,0,0,2.6,-0.35,1.2,-0.97,i,-25,.,.,2.0,1.5,7.2,i,14%,.,.,-1.7%
O=C(COc1cccc(C(F)(F)F)c1)NCCCN1CCCC1=O,20,22,-0.37,-0.24,-0.31,1.2,i,-1,-0.03,1294,2.9,3.1,7.8,i,5%,-1.5,1068,5.0%
CCOC(=O)C(CC)n1cnc2sc3c(c2c1=O)CCC3 (stereo not drawn),0,-2,-0.59,-0.36,-0.38,0.94,i,-5,-0.32,1601,4.7,2.8,5.9,i,4%,-0.9,1362,0.0%
c1ccc(-c2nc(-n3nc4ccccc4n3)nc3ccccc23)cc1,49,41,-0.61,-0.067,0.037,0.33,i,-2,-0.01,656,4.0,1.8,2.8,i,-4%,.,.,1.5%
CCCCN(CCCC)C(=O)c1sc2nc(N3CCOCC3)c3c(c2c1N)CCCC3,.,.,-0.11,-0.3,0.52,0.68,.,.,-0.38,922,.,.,.,i,14%,-0.6,1328,0.1%
Cc1nc(C(=O)N2CCOCC2)sc1C1(C)CC(c2ccccc2)=NO1 (stereo not drawn),.,.,-0.76,-0.81,-0.21,0.051,.,.,0.1,1009,.,.,.,i,1%,-1.1,1359,-1.2%
COc1ccc(CCN2C(=O)C(O)=C(C(=O)c3ccco3)C2c2cccs2)cc1OC (stereo not drawn),-9,7,-0.54,-0.19,-0.2,0.59,i,41,.,.,1.1,0.9,5.9,i,33%,.,.,0.9%
O=C(NCCCN1CCCC1=O)c1cncc(Br)c1,12,17,-0.099,-0.11,0.47,0.066,i,-6,0.85,1239,2.2,1.8,9.2,i,-3%,.,.,-2.1%
CCCC(=O)NC(=S)Nc1ccc(NC(=O)C(C)C)c(OC)c1,12,13,0.62,-0.23,0.15,-0.051,i,10,-0.05,1613,4.1,3.0,2.8,i,-5%,-1.4,1162,-1.2%
COc1cccc(C(c2nnnn2CS(=O)(=O)c2ccc(C)cc2)N2CCN(C)CC2)c1OC (stereo not drawn),5,3,0.99,-0.28,0.83,-0.84,i,26,-0.16,1205,2.9,2.2,15,i,12%,1.0,1160,1.5%

# Compound activity: PubChem BioAssay, several laboratories
